# TAG inh: inhibitors of triacylglycerol accumulation | H9c2 cells, Nile Red lipid (TAG) fluorescence; cells loaded with 200 µM oleic acid | inhibition, % at 12.5 µM | 230,000 tested, 0.66% active;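 active means pattern-corrected inhibition of lipid staining of at least 50% with the nuclear-stain viability signal not falling by more than 50%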;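 further: 0% = DMSO wells and 100% = triacsin C control wells; some results filed as inactive read as strong as hits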
# TAG inh DAPI viability: further read-out of TAG inh, marked with its call; DAPI nuclei signal change (viability), lower = more cytotoxic, %;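 whole-well DAPI fluorescence read on a plate reader as a viability signal; minus 50 percent equals half of cells still viable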
# The depositor's hits bear a star. These rows are one share of the data (hit frequency here may not be typical).
structure | TAG inh | TAG inh DAPI viability
CC1=C(C(=O)Nc2ccccn2)C(c2ccc(Br)cc2)n2ncnc2N1 (configuration not stated) | -12 | 4
Cc1nn(-c2ccccc2)c(C)c1-c1nnc(-c2c(C)nn(-c3ccccc3)c2C)o1 | -5 | 4
CCCNC(=O)C(Cc1cccc(Cl)c1)NC(=O)c1ccc(C#N)cc1 (configuration not stated) | -28 | -13
CC1(C)CNC(=O)c2sc(N3CCCCC3)nc2C1 | 7 | -1
C#CCOCCOCCOCCNc1nc(N2CCN(C(=O)Cn3cc(CCCCN)nn3)CC2)nc(N2CCN(C(=O)Cn3cc(CCCN=C(N)N)nn3)CC2)n1 | -2 | 6
OC(COc1ccccc1)CN1CCN(Cc2ccc3c(c2)OCO3)CC1 (configuration not stated) | 9 | -11
CCOC(=O)CNC(=O)CSc1cc(C)nc2ccc(OC)cc12 | 8 | 2
COc1ccc(S(=O)(=O)N2CCSC2c2ccc(OC)c(OC)c2)cc1 (configuration not stated) | -12 | 22
CN1C(=O)C(=O)N(c2cccc(C(F)(F)F)c2)C1=O | 1 | 4
O=C(N/N=C\c1cccnc1)c1cc(-c2ccc(Cl)s2)[nH]n1 | -6 | 3
O=S(=O)(NCC(Nc1ccc(Cl)cc1)c1ccccc1)c1ccccc1 (configuration not stated) | -29 | 3
O=C1C(=O)N(CCCn2ccnc2)C(c2ccc([N+](=O)[O-])cc2)/C1=C(\O)c1ccc2c(c1)OCCO2 (configuration not stated) | 1 | -10
N/C(=N\S(=O)(=O)c1cc(C(F)(F)F)cc(C(F)(F)F)c1)c1cccs1 | -19 | 5
O=C(COc1ccc(-c2nnco2)cc1)N1CCN(S(=O)(=O)c2ccccc2)CC1 | -8 | 6
Cc1ccc(OCCn2cnc3cc([N+](=O)[O-])ccc3c2=O)cc1 | -8 | 7
O=C(O)CN1CCN(c2ncc(C(F)(F)F)cc2Cl)CC1 | -2 | -7
CC1(C)CC(=O)C2=C(C1)N(c1ccccc1C#N)C(N)=C(C#N)C2c1cccs1 (configuration not stated) | -11 | -1
Cc1cccc(C)c1OCC(=O)NNC(=S)NC(=O)C1CC1 | 26 | -3
O=C1N/C(=N\N=C\c2cccnc2)SC1Cc1ccc(SC(F)F)cc1 (configuration not stated) | 1 | -5
CNC(=O)COc1ccc(Cl)c2cccnc12 | 9 | -2
N#CCOc1nc(N2CCOCC2)nc(N2CCOCC2)n1 | 11 | -5
O=C(CSc1ccc(-c2ccco2)nn1)Nc1ccccc1 | -19 | 9
CN(C(=O)COC(=O)c1ccc2c(=O)n3c(nc2c1)CCC3)C1CCS(=O)(=O)C1 (configuration not stated) | 1 | -1
Oc1ccc(-c2[nH]ncc2-c2ccc(Cl)cc2)c(O)c1 | 11 | -4
c1ccc2c(CNn3cnnc3)cccc2c1 | 10 | 3
Cc1[nH]nc2ncc(C(=O)c3ccccc3O)cc12 | -5 | -7
O=C(COc1ccc(Cl)cc1)NCCCn1ccnc1 | -12 | 4
O=S(=O)(Cc1ccccc1)NCC1CCCN(Cc2ccc(F)c(F)c2)C1 (configuration not stated) | -11 | 1
Cc1ccc(NC(=S)NNC(=S)NCc2ccccc2)cc1 | -36 | -3
CCN1CCN(C(=O)Nc2cccc3ccccc23)CC1 | -7 | 6
C=C1SC(Nc2c(C)cccc2C)=NC12CCCCC2 | -19 | 10
CCC(=O)Nc1ccc(NC(=O)Cc2ccccc2)cn1 | -25 | 12
Cc1nc(Cc2nnc(SCC(=O)N3CC(=O)Nc4ccccc43)o2)cs1 | 4 | -6
COc1ccc(-c2nc(NC(=O)C3CC(=O)N(Cc4ccco4)C3)sc2C)cc1 (configuration not stated) | 24 | -5
CCCCCOc1ccc(C(=O)NC(CCC)C(=O)O)cc1 (configuration not stated) | 3 | 15
NC(=O)/C(=C/c1ccco1)C(N)=S | -3 | 5
FC(F)(F)COc1ccc(-n2ccnc2)nn1 | 7 | -3
Cc1c(Cl)c(=O)oc2cc(OCC(=O)NCc3cccs3)ccc12 | 3 | 4
Cc1ccc(C(=O)N2CCN(c3ccc(NC(=S)NC(=O)c4cccs4)cc3)CC2)cc1 | 17 | 10
O=c1c2cccnc2[nH]c(=S)n1CCCN1CCN(c2ccccc2F)CC1 | 18 | 7
Cc1c(Cl)cccc1NC(=O)Nc1ccc(C(N)=O)cc1 | 1 | 10
Cc1nn(CC(=O)N2CCN(C)CC2)c(=O)c2ccccc12 | 0 | -7
CC1Cc2ccccc2N1C(=O)CSc1ncccn1 (configuration not stated) | -13 | 14
C/C(=N\NC1=NCCN1)c1ccc(N)c([N+](=O)[O-])c1 | 7 | 1
Cc1[nH]c2ccccc2c1C(=O)CN1C(=O)C(=O)N(CCC2=CCCCC2)C1=O | -6 | 4
CCOc1cc2c(C#N)c(N3CCNCC3)nc(N)c2c(N)n1 | 8 | 106
CCOCCN(C(=O)COC)c1cccc(OC)c1 | -6 | -11
OC(CNCc1ccco1)COc1ccccc1 (configuration not stated) | -7 | 0
CCCCCC(O)C=CC1C(O)CC(O)C1CC=CCCCC(=O)O (configuration not stated) | -24 | 27
CN(Cc1ccccc1)C(=O)c1[nH]cnc1C(=O)NCc1ccc(CNC(=O)OC(C)(C)C)cc1 | -25 | 8
O=C(Cc1ccc(Br)cc1)N1CCN(c2ccccc2O)CC1 | -5 | -1
CC(=O)[C@H]1CC[C@H]2[C@@H]3CC=C4C[C@@H](OS(=O)(=O)O)CC[C@]4(C)[C@H]3CC[C@]12C | 1 | 11
Cc1ccc(C(=O)NCC(=O)N(C)Cc2ccccc2C)s1 | -1 | 1
Brc1ccc2[nH]c3c(NCc4ccccn4)ncnc3c2c1 | -5 | 6
Cc1cccc(-c2nnn(Cc3nnc(NC(=O)c4ccccc4)s3)n2)c1 | 0 | 3
COc1ccc(-c2[nH]ncc2CN(C)C(C)c2ccon2)cc1F (configuration not stated) | -5 | 9
CCOC(=O)CNC(=O)CSc1nnc(NC(=O)c2ccc3c(c2)OCO3)s1 | -17 | -3
CSCCC(NC(=O)c1ccco1)C(=O)NCCc1ccc(Cl)cc1 (configuration not stated) | 12 | -12
Cn1cc(CN2CCN(c3ccc(Cl)cn3)CC2)c(-c2ccccc2F)n1 | -1 | 0
Cc1ccccc1OCC(=O)Nc1nc2ccccc2[nH]1 | 4 | 6

# Pulled by compound from above (2):
structure | TAG inh | TAG inh DAPI viability
O=S(=O)(NCC(Nc1ccc(Cl)cc1)c1ccccc1)c1ccccc1 (configuration not stated) | -29 | 3
O=C(Cc1ccc(Br)cc1)N1CCN(c2ccccc2O)CC1 | -5 | -1

# The list goes on:
structure | TAG inh | TAG inh DAPI viability
COC(=O)c1ccccc1NC(=O)CNC(=O)c1ccc(OC)cc1 | -19 | 8
CC(C)(C)c1cc(NC(=O)C2(C)CCN2C(=O)c2ccccc2CCc2ccccc2)no1 (configuration not stated) | 35 | -12
COc1ccccc1CN(C)C(=O)CN1CCN(C(=O)c2cccs2)CC1 | 2 | -2
CC1(C)CC(=O)c2cnc(N)nc2C1 | 0 | -2
Cc1ccccc1CN1CCC(N2CCC(C(=O)NCC3CCCO3)CC2)CC1 (configuration not stated) | 1 | 6
O=C1CCC([N+](=O)[O-])C(c2ccc(Br)cc2)N1 (configuration not stated) | -8 | 2
CCOC(=O)c1cc(-c2ccccc2C)nn1CC1CC(c2cccnc2)=NO1 (configuration not stated) | -14 | -1
Clc1ccc(Nc2ccccc2)nn1 | 13 | -6
CN(C(=O)COC(=O)c1ccc(C(C)(C)C)cc1)C1CCS(=O)(=O)C1 (configuration not stated) | 7 | 0
N#Cc1ccc(OCCN2CCc3ccccc3C2)cc1 | -1 | -1
Cc1cccc(OCCCC(=O)Nc2ccc(S(=O)(=O)N3CCCC3)cc2)c1 | -10 | 15
CCOC(=O)C1CN(S(=O)(=O)c2ccccc2)C1 | 6 | 0
COc1ccc(/C(C)=N\NC(=O)C(c2ccncc2)N2CCOCC2)cc1 (configuration not stated) | -1 | 2
Cc1ccc(NC2CCCN(C(=O)CCN3CCCCO3)C2)cc1C (configuration not stated) | 8 | -2
COCC(=O)N1CCC(Oc2ccc(C(=O)NCc3cc(C)no3)cc2)CC1 | -16 | 13
Cc1ccc(C)c(OCC(=O)Nc2cc(C(=O)O)cc(C(=O)O)c2)c1 | 4 | 1
COc1ccc(/C=C2\SC(=O)N(CC(=O)NCCC(C)C)C2=O)cc1OC | 3 | 10
Cc1ccc(NC(=O)c2cc(C(C)(C)C)nn2Cc2ccccc2)cc1 | 22 | -3
O=C(/C=C/c1ccco1)Nc1scc(-c2ccccc2)c1C(=O)O | 4 | 13
Nc1ccccc1NC(=O)c1ccccc1N | -23 | 20
Cc1c(NC(=O)C2(c3ccccc3)CCOCC2)c(=O)n(-c2ccccc2)n1C | 4 | -20
O=C(CSc1nnc(-c2cccc(S(=O)(=O)N3CCCCC3)c2)o1)c1ccc[nH]1 | -13 | -17
CC(=O)Nc1ccc(NC(=O)COC(=O)c2ccccn2)cc1 | 11 | -10
Nc1ccc2c3c(cccc13)C(=O)N(c1ccccc1)C2=O | -10 | -6
COc1ccc(C(=O)N2CCCCC2c2cc(C(=O)Nc3cccc(C#N)c3)no2)cc1 (configuration not stated) | -5 | 8
O=C1CC(c2ccccc2)n2nc(NC(=O)c3ccccn3)nc2N1 (configuration not stated) | -10 | 0
OCCN1CNC(=S)NC1 | 5 | -11
COc1ccc(Cc2nnc(Nc3ccc(C)cc3C)[nH]c2=O)cc1 | -1 | -4
Cc1ccc(S(=O)(=O)N2CCN(C(=O)CSC(=S)N3CCCC3)CC2)c(C)c1 | -26 | -7
CN1CCN(C(=O)c2ccc(CN3CCOCC3)cc2)CC1 | 10 | 2
CC(C)C(=O)NC(NC(=S)Nc1cccc2cccnc12)C(Cl)(Cl)Cl (configuration not stated) | 37 | -1
Cc1nn(-c2ncc(C(F)(F)F)cc2Cl)c(=O)n1-c1ccccc1Cl | 7 | -5
O=C(Cn1ncc(Cl)c(Cl)c1=O)Nc1ccc2c(c1)OCO2 | 29 | -10
CCN(C(=O)COC(=O)Cc1c(F)cccc1Cl)c1c(N)n(Cc2ccccc2)c(=O)[nH]c1=O | -4 | 1
O=C(Cn1nc2n(c1=O)-c1ccccc1SC2)N/N=C/c1cccnc1 | 9 | -4
Cc1cccc(NC(=O)c2ccc(S(=O)(=O)N3CCOCC3)cc2)n1 | 15 | 2
CCCCN1C(=O)C(C(=O)OCC)CC2=C1CCCC2=O (configuration not stated) | -10 | -1
CN(Cc1ccccc1)C(=O)c1[nH]cnc1C(=O)N[C@@H](Cc1ccccc1)C(=O)OCc1ccccc1 | 3 | 3
CCOC(=O)c1cnc(SCCN2CCOCC2)nc1N | -10 | 7
COc1cc(C2=NOC(C(=O)NCc3ccccn3)C2)cc(OC)c1OC (configuration not stated) | -27 | 17
COc1ccc(CCCC(=O)NCc2ccccc2)cc1C | 9 | -9
Cc1nn(-c2ccccc2)c(N2CCCC2)c1/C=N/NC(=O)c1cc(-c2cccnc2)nc2ccccc12 | -16 | -4
COc1ccccc1N1C(=O)C2C(C(=O)c3ccccc3)=NN(c3ccc(C)cc3)C2C1=O (configuration not stated) | 3 | -8
Fc1ccccc1C(c1nnnn1Cc1ccc2c(c1)OCO2)N1CCN(Cc2ccco2)CC1 (configuration not stated) | -24 | -1
COc1ccccc1NC(=O)c1ccccc1SCC(=O)N1CCCC1 | 1 | 5
O=C(c1cnsn1)N1CCC(CO)(Cc2cccc(F)c2)CC1 | -7 | 3
Cc1nc(-c2cc(-c3nc(-c4ccc(C(F)(F)F)cc4)no3)no2)cs1 | -6 | 6
O=C(NCCOc1ccccc1)c1ccccc1F | -10 | 6
COC(=O)c1cc2c(ccn2-c2ccc(F)cc2)n1CC(=O)OC(C)C | -7 | 20
CCNC(=O)C1CCCN(C(=O)c2ccc(C(F)(F)F)cc2)CC1 (configuration not stated) | -2 | 2
COc1ccc2[nH]c3c(=O)n(Cc4ccc(C(=O)N5CCC(C(N)=O)CC5)cc4)c(=S)[nH]c3c2c1 | 1 | -3
CNC(=S)N(Cc1cc2cc(C)cc(C)c2[nH]c1=O)C1CCCC1 | 11 | 2
COc1ccc2[nH]c(=O)c(CN(CCO)S(=O)(=O)c3ccc(C)cc3)cc2c1 | -19 | -5

# Ordered by SMILES length (rising): some entries from above.
structure | TAG inh | TAG inh DAPI viability
O=C(NCCOc1ccccc1)c1ccccc1F | -10 | 6
CCOC(=O)c1cnc(SCCN2CCOCC2)nc1N | -10 | 7
COc1ccc(CCCC(=O)NCc2ccccc2)cc1C | 9 | -9
CCCCN1C(=O)C(C(=O)OCC)CC2=C1CCCC2=O (configuration not stated) | -10 | -1
O=C(c1cnsn1)N1CCC(CO)(Cc2cccc(F)c2)CC1 | -7 | 3
O=C(Cn1ncc(Cl)c(Cl)c1=O)Nc1ccc2c(c1)OCO2 | 29 | -10
CCNC(=O)C1CCCN(C(=O)c2ccc(C(F)(F)F)cc2)CC1 (configuration not stated) | -2 | 2
COc1cc(C2=NOC(C(=O)NCc3ccccn3)C2)cc(OC)c1OC (configuration not stated) | -27 | 17
Cc1cccc(NC(=O)c2ccc(S(=O)(=O)N3CCOCC3)cc2)n1 | 15 | 2
COC(=O)c1cc2c(ccn2-c2ccc(F)cc2)n1CC(=O)OC(C)C | -7 | 20
CC(C)C(=O)NC(NC(=S)Nc1cccc2cccnc12)C(Cl)(Cl)Cl (configuration not stated) | 37 | -1
Cc1nc(-c2cc(-c3nc(-c4ccc(C(F)(F)F)cc4)no3)no2)cs1 | -6 | 6
COc1ccc2[nH]c(=O)c(CN(CCO)S(=O)(=O)c3ccc(C)cc3)cc2c1 | -19 | -5
Fc1ccccc1C(c1nnnn1Cc1ccc2c(c1)OCO2)N1CCN(Cc2ccco2)CC1 (configuration not stated) | -24 | -1
COc1ccccc1N1C(=O)C2C(C(=O)c3ccccc3)=NN(c3ccc(C)cc3)C2C1=O (configuration not stated) | 3 | -8
CCN(C(=O)COC(=O)Cc1c(F)cccc1Cl)c1c(N)n(Cc2ccccc2)c(=O)[nH]c1=O | -4 | 1
Cc1nn(-c2ccccc2)c(N2CCCC2)c1/C=N/NC(=O)c1cc(-c2cccnc2)nc2ccccc12 | -16 | -4
CN(Cc1ccccc1)C(=O)c1[nH]cnc1C(=O)N[C@@H](Cc1ccccc1)C(=O)OCc1ccccc1 | 3 | 3
COc1ccc2[nH]c3c(=O)n(Cc4ccc(C(=O)N5CCC(C(N)=O)CC5)cc4)c(=S)[nH]c3c2c1 | 1 | -3
